Screening data as filed in PubChem BioAssay.
DT40 TDP1 no CPT: qHTS for Inhibitors of human tyrosyl-DNA phosphodiesterase 1 (TDP1): qHTS in cells in absence of CPT. Potency, µM (series often up to 46.2 µM), inactives show at the top dose activity change, negative = growth inhibition, actives largely listed as inhibitors. AID 686978, 2013. DT40 Tdp1-/- hTDP1 cells, no CPT, ATP luminescence, 48 h. actives 15% (n = 420,000); further: nearly all actives have a fitted effect of over 55% in size
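Chicken DT40 Tdp1-/- cells stably complemented with human TDP1 were seeded at 400 cells/well with DMSO in place of 20 nM camptothecin. After compound pinning, cells grew at least 48 hr at 37 °C; viability read by CellTiter-Glo luminescence.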
TDP1 cell CPT: qHTS for Inhibitors of human tyrosyl-DNA phosphodiesterase 1 (TDP1): qHTS in cells in presence of CPT | chicken DT40 Tdp1-/-;hTDP1 cells + 20 nM CPT, ATP luminescence, 48 h | actives 12% (n = 420,000) | Potency, µM (series often up to 46.2 µM), inactives show at the top dose activity change, negative = growth inhibition, actives largely listed as inhibitors; further: nearly all actives have a fitted effect of over 55% in size
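Chicken DT40 Tdp1-/- cells complemented with human TDP1, 400 cells/well, exposed to compounds plus 20 nM camptothecin for at least 48 h at 37 C; viability read as ATP content by CellTiter-Glo luminescence.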
TDP1 inh: qHTS Assay for Inhibitors of Tyrosyl-DNA Phosphodiesterase (TDP1) | Tyrosyl-DNA phosphodiesterase 1 (Homo sapiens), Q9NUW8 | recombinant TDP1, AlphaScreen DNA substrate cleavage | Potency, µM (titrated, usually from 130 µM), for inactives: at the top dose activity change, negative = inhibition, hits mostly inhibitors | actives 0.28% (n = 350,000); further: nearly all actives have a fitted effect of over 40% in size
Target sequence (Q9NUW8 whole entry, looked up): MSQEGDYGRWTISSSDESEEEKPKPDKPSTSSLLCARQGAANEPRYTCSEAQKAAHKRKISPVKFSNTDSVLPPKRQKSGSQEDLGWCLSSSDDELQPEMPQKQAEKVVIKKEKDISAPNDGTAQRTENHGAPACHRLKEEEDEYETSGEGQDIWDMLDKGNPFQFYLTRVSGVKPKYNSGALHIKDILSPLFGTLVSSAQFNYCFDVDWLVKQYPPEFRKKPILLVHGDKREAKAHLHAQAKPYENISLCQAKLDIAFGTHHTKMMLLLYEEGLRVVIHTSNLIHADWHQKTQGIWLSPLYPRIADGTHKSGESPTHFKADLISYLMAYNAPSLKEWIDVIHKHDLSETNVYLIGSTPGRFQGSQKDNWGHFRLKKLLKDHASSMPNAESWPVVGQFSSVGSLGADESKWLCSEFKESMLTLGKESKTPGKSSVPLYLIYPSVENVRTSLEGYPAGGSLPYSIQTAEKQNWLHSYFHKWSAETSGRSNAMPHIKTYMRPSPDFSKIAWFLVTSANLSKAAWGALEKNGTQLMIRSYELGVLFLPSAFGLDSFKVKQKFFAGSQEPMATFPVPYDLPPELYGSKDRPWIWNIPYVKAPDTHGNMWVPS
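Steps: enzyme plus compound, 15 min RT; add biotin/phosphotyrosine-FITC oligonucleotide (15 nM final), react 5 min; add donor/acceptor beads (10 ug/ml final), 10 min; read AlphaScreen. Tdp1 at 1 nM final.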
Starred values were filed as active, the others as inactive; ? = inconclusive; / = not tested or not shown; [ ] = remark or other dose. The call rests on the fitted dose curve; in most records, active means well fitted curve in the direction sought with a large enough effect; inconclusive means small, poorly fitted or top-dose-only effect, or another doubt; inactive means no such curve, though single readings can be large; an effect the other way counts as inactive or inconclusive. On the % scale 0 is the no-effect control and ±100 the full control effect; potency means the concentration at half of the fitted maximal effect.

SMILES	DT40 TDP1 no CPT	TDP1 cell CPT	TDP1 inh
CC1(C)OC(=O)C2=C(C[C@@H](C3CC3)O[C@H]2CCc2cccc(Cl)c2)O1	?	?	/
CCOc1ccc2nc(C)cc(Nc3cccc([N+](=O)[O-])c3)c2c1	12µM*	3.3µM*	2%
COc1ccc(CCNC(=O)Nc2nc(C(N)Cc3ccccc3)cs2)cc1OC (centres undefined)	21µM*	?	/
CCCCC(=O)Nc1ccc2c(c1)OCCO2	-9%	-4%	1%
O=C(Nc1nnc(C(F)(F)F)s1)C1COc2ccccc2O1 (centres undefined)	?	?	-1%
CC(C)(C)N=Cc1cc(-c2ccccc2)sc1O	-29%	-11%	-2%
O=C(O)C1C2C=CC(C2)C1C(=O)NCCCc1ccccc1 (centres undefined)	0%	-1%	6%
CCn1c(SCC(=O)N/N=C/c2ccc(C)o2)nnc1-c1ccc(C(C)(C)C)cc1	?	?	0%
O=C(CCn1c(=O)[nH]c2ccccc2c1=O)N1CC=C(c2ccccc2)CC1	?	-25%	5%
CCCCc1ccc(C(=O)Nc2ccc3nc(N4CCN(CC)CC4)cc(C)c3c2)cc1	2.9µM*	3.7µM*	3%
COCCNC(=O)C1(C)CCCN(Cc2cc3ccccc3o2)C1 (centres undefined)	?	?	/
C=CCc1cc(Cl)ccc1OCCNCCCOC	?	?	0%
COc1ccc(S(=O)(=O)N2CCCCC2c2cc(C(=O)NCc3ccccc3)no2)cc1 (centres undefined)	?	26µM*	/
CSCCC(NC(=O)c1ccco1)C(=O)OCC(=O)N(Cc1ccccc1)C(C)(C)C (centres undefined)	?	?	/
C/C(=N\NC(=O)CC1N=C(Cc2ccccc2)NNC1=O)c1ccc(Cl)cc1Cl (centres undefined)	?	?	0%
Cc1nc([N+](=O)[O-])c(Sc2nc3ccccc3[nH]2)n1Cc1ccccc1	12µM*	8.2µM*	0%
Cc1cc2cc(CN(CCN(C)C)C(=S)NCc3ccco3)c(=O)[nH]c2cc1C	13µM*	?	1%
N#CCCN(C(=O)COC(=O)CCC(=O)c1ccc(F)cc1)c1ccccc1	-5%	5%	0%
CCOc1ccccc1N(C)C(=O)Cn1ncc2c([nH]c3ccccc32)c1=O	?	?	1%
COc1ccc(-c2[nH]ncc2Oc2ccccc2OC)c(O)c1	?	?	7%
CCCN(Cc1cccs1)C(=O)Nc1ccc(Br)cc1F	-6%	-15%	3%
Cc1ccc(S(=O)(=O)c2nc(-c3ccccc3)oc2NCc2cccnc2)cc1	?	?	5%
CSc1nc(NC(C)(C)C)nc(Oc2ccc(=O)n(C)n2)n1	-25%	-12%	0%
CCn1c(COc2ccc(=O)n(-c3ccccc3)n2)nnc1SCC(=O)OC	1%	11%	1%
CCOC(=O)c1c(-c2ccc3ccccc3c2)csc1NC(=O)CCCC(=O)O	?	-17%	-4%
CCOC(=O)N1CCN(C(=O)C(NC(=O)c2ccco2)C(C)C)CC1 (centres undefined)	-2%	-8%	/
O=C1C=C(c2ccccc2)C(O)(c2ccccc2)C1 (centres undefined)	6%	-7%	-4%
CC(C)Oc1cccc(C(=O)Nc2ccc3oc(-c4cccc(Cl)c4)nc3c2)c1	16µM*	?	5%[12.3 µM]
COc1ccc(CNC(=O)CCSCc2ccccc2C)cc1	6%	7%	1%
Cc1cccc(/C=N/n2c(-c3ccncc3)n[nH]c2=S)c1	?	-18%	8%

Ordered by length of the SMILES (smallest number first): some entries from above.
SMILES	DT40 TDP1 no CPT	TDP1 cell CPT	TDP1 inh
COc1ccc(CNC(=O)CCSCc2ccccc2C)cc1	6%	7%	1%
O=C1C=C(c2ccccc2)C(O)(c2ccccc2)C1 (centres undefined)	6%	-7%	-4%
CSc1nc(NC(C)(C)C)nc(Oc2ccc(=O)n(C)n2)n1	-25%	-12%	0%
CCOC(=O)c1c(-c2ccc3ccccc3c2)csc1NC(=O)CCCC(=O)O	?	-17%	-4%
Cc1ccc(S(=O)(=O)c2nc(-c3ccccc3)oc2NCc2cccnc2)cc1	?	?	5%
Cc1nc([N+](=O)[O-])c(Sc2nc3ccccc3[nH]2)n1Cc1ccccc1	12µM*	8.2µM*	0%

Next compounds
SMILES	DT40 TDP1 no CPT	TDP1 cell CPT	TDP1 inh
Cc1cccc(S(=O)(=O)N2CN(CC3CCCO3)c3nc4ccccc4nc32)c1 (centres undefined)	?	?	6%
O=C(Nc1c(C(=O)N2CCN(c3ccccc3)CC2)oc2ccccc12)c1ccco1	?	?	4%
Nc1ccc(S(=O)(=O)N2CCCC2C(=O)O)cc1 (centres undefined)	-3%	-2%	-3%
CC1CCCC(NC(=S)NC(=O)c2ccccc2Br)C1C (centres undefined)	?	?	3%
O=C(COC(=O)Cn1ccc(=O)[nH]c1=O)Nc1ccc(F)cc1	-8%	-22%	-2%
O=C(ONc1ccc(N=NC(=O)c2ccccc2O)cc1)c1ccccc1	6.5µM*	7.3µM*	8%
COc1ccc(OC(C)C(=O)N2CCCc3ccccc32)cc1 (centres undefined)	?	?	-1%
COC(=O)CC(c1ccc(F)cc1)n1c(C)ccc1C (centres undefined)	?	-1%	5%
O=C(CCCCCBr)N1CCC(CC2CC(c3cccc(Br)c3)=NO2)(C(=O)NCC2CCCCC2)CC1 (centres undefined)	21µM*	?	/
CCN(CC(=O)Nc1c(F)cccc1F)C(=O)c1ccc(COc2ccccc2)cc1	?	?	4%
Cc1cc(NC(=O)CCCC(=O)Nc2ccc(F)cc2)no1	-9%	-11%	5%
COc1ccc(NC2c3ccccc3C(=O)N2c2ccccn2)cc1 (centres undefined)	7%	6%	0%
CCOC(=O)c1[nH]c2ccc(C(=O)OC)cc2c1C(=O)OCC	-20%	-12%	/
O=C(NCc1ccncc1)c1ccc(Oc2ccccc2)cc1	18µM*	15µM*	5%
O=C(CCCC(=O)c1ccc(F)cc1)c1ccc(F)cc1	6%	0%	/
Cn1c(=O)c(-c2ccccc2)nc2cnc(Nc3ccccc3)nc21	-1%	12%	/
Cc1ccc2c(c1)-c1[nH]c(=S)ncc1CS2	18µM*	?	/
Cc1cccc(C)c1N(CC(=O)N1CCN(c2ccccc2F)CC1)S(C)(=O)=O	-19%	-26%	6%
O=C(NCCSCc1ccco1)c1ccc(=O)[nH]c1	-13%	6%	-4%[0.0935 µM]
Cc1c(NC(=O)c2cnn3c2NC(c2ccccc2)CC3C(F)(F)F)c(=O)n(-c2ccccc2)n1C (centres undefined)	-10%	-21%	1%
Cc1ccc(S(=O)(=O)N(Cc2cccc(C)c2)C(=O)N2CCN(C)CC2)cc1	15%	18%	-2%
Cc1ncc2c(c1OC(=O)c1ccc([N+](=O)[O-])cc1)COC(C)(C)OC2	-15%	-10%	6%
COc1ccc(CNC(=O)O[C@H]2C[C@@H]3C(=O)N(c4ccccc4)C(=O)[C@@H]3[C@@H]3CN(S(=O)(=O)c4ccc(C)cc4)C[C@]23O)cc1OC	-26%	-18%	/
O=C(C1CCC(CNS(=O)(=O)c2ccc(Br)s2)CC1)N1CCN(c2ccccc2Cl)CC1 (centres undefined)	8.2µM*	9.2µM*	-2%[12.3 µM]
CS(=O)(=O)N1CCCC(C(=O)NCCN2CCC(Cc3ccccc3)CC2)C1 (centres undefined)	11%	-4%	6%
COc1ccc(N2CCN(C(=O)C3CCN(S(=O)(=O)Cc4ccccc4)CC3)CC2)cc1	-24%	-24%	6%
Cc1ccc(S(=O)(=O)Nc2cc(C(=O)N3CCOCC3)ccc2N2CCCCC2)cc1	?	?	3%
CCOc1ccc(N(CC(=O)N2CCCCCC2)S(=O)(=O)c2ccc(F)cc2)cc1	-6%	-17%	9%
CCOC(=O)N1CCC2(CC1)C(C#N)=C(N)Oc1n[nH]c(CSc3ccc(C)cc3)c12	?	7.3µM*	7%
N#Cc1c(/N=C/c2ccco2)sc2c1CCC2	-18%	1%	-11%

Of the compounds above, these contain a COOH group.
SMILES	DT40 TDP1 no CPT	TDP1 cell CPT	TDP1 inh
O=C(O)C1C2C=CC(C2)C1C(=O)NCCCc1ccccc1 (centres undefined)	0%	-1%	6%
CCOC(=O)c1c(-c2ccc3ccccc3c2)csc1NC(=O)CCCC(=O)O	?	-17%	-4%
Nc1ccc(S(=O)(=O)N2CCCC2C(=O)O)cc1 (centres undefined)	-3%	-2%	-3%

(next part)
SMILES	DT40 TDP1 no CPT	TDP1 cell CPT	TDP1 inh
COCC(C)n1c(C)cc(C(=O)COC(=O)c2cc(=O)[nH]c3ccccc23)c1C (centres undefined)	?	?	9%
O=C(NCCOc1ccccc1Cl)c1ccc2c(c1)S(=O)(=O)c1cc(Cl)ccc1C2=O	-27%	?	4%
CCNC(=O)CSc1ncnc2sccc12	0%	-4%	1%
COc1ccc(N=Cc2nc(-c3ccccc3)oc2OC(C)=O)cc1	13µM*	?	1%
Cc1ccc(CSCC(=O)N/N=C/c2sccc2C)cc1	-19%	-16%	3%
Cc1noc(C)c1S(=O)(=O)N(C)C[C@H]1Oc2c(NC(=O)Nc3ccc(C(F)(F)F)cc3)cccc2C(=O)N([C@H](C)CO)C[C@@H]1C	23µM*	-106%	0%
CCc1cc2cc(OC)ccc2nc1SCC(=O)Nc1cc(OC)c(OC)cc1C(=O)O	?	-18%	3%
Cc1ccc(S(=O)(=O)CCc2nnc(NC(=O)CCl)s2)cc1C	13µM*	15µM*	-2%
Cc1ccc(CNCc2cccnc2)cc1	-2%	-14%	5%
CCOc1ccc(-n2nnc3c(=O)n(CC(=O)Nc4cc(C)on4)cnc32)cc1	2%	?	-5%
CC(=O)c1ccc(NC(=O)c2noc(C)c2[N+](=O)[O-])cc1	?	-20%	2%
O=C(c1ccc(C(F)(F)F)cc1)c1c[nH]c(C(=O)NCCCn2ccnc2)c1	7%	-19%	4%
CCOc1ccc(NC(=O)c2cc3c(s2)-c2ccccc2OC3)cc1	?	?	5%
COc1ccccc1NS(=O)(=O)c1cc(NC(=O)Nc2ccc(Cl)cc2Cl)ccc1N1CCCCC1	?	?	3%
C=CCn1c(C)cc(C(=O)CSc2nc(N)cc(N)n2)c1C	?	-26%	2%
COc1ccc(NC(=O)CSc2cn(CC(=O)N3CCOCC3)c3ccccc23)cc1OC	?	?	-3%
COc1ccc(C(=O)Nc2ccc(S(=O)(=O)Nc3nccc(C)n3)cc2)cc1	-23%	1%	/
COc1cccc(/C=C2\Sc3ccc(C(=O)NCC4CCCO4)cc3N(C)C2=O)c1 (centres undefined)	?	18µM*	3%
CC1(C)CC(=O)c2c(O)cc(OCC(=O)N3CCN(c4ccc(F)cc4)CC3)cc2O1	?	?	4%
N#Cc1c(-n2cccc2C=O)sc2c1CCCC2	-22%	-4%	3%
COc1ncc2ncc(=O)n(C[C@H]3CCCO3)c2n1	4%	0%	/
Cc1c(Nc2c3ccccc3nc3ccccc23)c(=O)n(-c2ccccc2)n1C	-15%	-9%	1%
CC(C)C[C@H](NC(=O)N1CCn2c1nc1ccccc12)C(=O)NCc1ccco1	-8%	-29%	9%
O=C(CCS(=O)(=O)c1cc(Br)cc2c1N(C(=O)C1CC1)CC2)N1CCN(c2ccc(F)cc2)CC1	?	?	2%
Cn1c(CCNC(=O)c2cc(COc3ccc(F)c(F)c3)on2)nc2ccccc21	?	?	1%
CCOC(=O)C1=C(C(=O)OCC)N(Cc2ccccc2)CCC1=O	-10%	-15%	/
Cc1cc(C)cc(NC(=O)CSc2nc(=O)n(CCCN3CCOCC3)c3c2CCCC3)c1	?	-26%	-4%
COc1ccc(-c2csc(NC(=O)c3ccc(OCC(=O)N4CCOCC4)c(OC)c3)n2)cc1OC	15µM*	16µM*	-1%
O=C(Nc1ccc(NC(=O)c2cccnc2)cc1)c1ccccc1	-8%	2%	/
Cn1cccc1C(NC(=O)c1ccccc1)C(Cl)(Cl)Cl (centres undefined)	?	?	/

Entries of single compounds, quoted from the list:
Listed for CCOc1ccccc1N(C)C(=O)Cn1ncc2c([nH]c3ccccc32)c1=O = DT40 TDP1 no CPT: ?; TDP1 cell CPT: ?; TDP1 inh: 1%
Listed for O=C(CCS(=O)(=O)c1cc(Br)cc2c1N(C(=O)C1CC1)CC2)N1CCN(c2ccc(F)cc2)CC1 = DT40 TDP1 no CPT: ?; TDP1 cell CPT: ?; TDP1 inh: 2%

(continued)
SMILES	DT40 TDP1 no CPT	TDP1 cell CPT	TDP1 inh
COCCNC(=O)c1cc(-c2ccccc2OC)on1	12µM*	10µM*	7%
CC(NC(=O)c1ccccc1)C(=O)OCn1nnc2ccccc2c1=O (centres undefined)	15%	26µM*	0%
CCc1nn(Cc2cccc(F)c2)c(=O)c2cc3cc(C)ccc3n12	?	?	-3%
S=c1[nH]cc(-c2ccccc2)n1-c1cccc(Cl)c1	?	?	-3%
CC(=O)NS(=O)(=O)c1ccc(NC(=O)C(C)NS(=O)(=O)/C=C/c2ccccc2)cc1 (centres undefined)	1%	5%	1%
